PLC-beta3 inh: blocks human PLC-beta3 enzyme activity. inhibition, % at 12.2 µM. actives 0.18% (n = 370,000). Purified PLC-beta3, fluorogenic substrate, fluorescence; in the data active = inhibition above about 11%;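 note: 0% = median of compound wells on plate and 100% = full blocker control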
ASAP1 inh: ASAP1 ArfGAP inhibition. inhibition, % at 16.5 µM. Q9ULH1. ASAP1-stimulated ARF1 GTP hydrolysis, GDP FP detection. actives 0.19% (n = 360,000); in the data active = inhibition above about 25%;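 note: 0% = vehicle with enzyme and substrate and 100% = no enzyme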
Target sequence (Q9ULH1 325-724 limits assumed): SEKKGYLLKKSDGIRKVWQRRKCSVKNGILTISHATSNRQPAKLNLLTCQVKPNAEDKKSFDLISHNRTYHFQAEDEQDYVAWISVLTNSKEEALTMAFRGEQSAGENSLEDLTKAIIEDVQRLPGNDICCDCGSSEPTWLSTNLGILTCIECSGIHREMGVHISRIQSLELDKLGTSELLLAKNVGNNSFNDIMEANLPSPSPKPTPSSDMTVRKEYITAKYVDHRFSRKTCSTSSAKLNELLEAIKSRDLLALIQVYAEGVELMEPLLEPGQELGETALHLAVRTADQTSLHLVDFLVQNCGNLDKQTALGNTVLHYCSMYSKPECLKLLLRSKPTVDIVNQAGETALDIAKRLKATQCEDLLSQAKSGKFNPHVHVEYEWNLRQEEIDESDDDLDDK
Rev-erbA mod: modulators of human Rev-erb alpha DNA binding; AID 1259318; P20393; activity, % at 10 µM; actives 0.79% (n = 370,000); Rev-erbα–FITC-DNA binding, fluorescence polarization, 90 min;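 active = activity above about 14%, limit read from the data; passing the limit was not always enough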;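 note: 0% = DMSO wells with 35 nM protein and 100% = DMSO wells with 750 nM protein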
DDE Tn7 FP inh: DD(E)-Tn7 binding inhibition, primary FP screen; actives 0.13% (n = 370,000); P02675; inhibition, % at 8.3 µM; FP displacement of FITC-Tn7 peptide from fibrin DD(E); 0% = median of compound wells per plate; AID 720508;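 active = inhibition above the mean of compounds falling within the control limits plus 3 SD of them, cut at about 14% in these data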;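 note: 0% = plate median of compound wells and 100% = 10 µM Aha-Tn7 peptide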
Target sequence (P02675 whole entry, looked up): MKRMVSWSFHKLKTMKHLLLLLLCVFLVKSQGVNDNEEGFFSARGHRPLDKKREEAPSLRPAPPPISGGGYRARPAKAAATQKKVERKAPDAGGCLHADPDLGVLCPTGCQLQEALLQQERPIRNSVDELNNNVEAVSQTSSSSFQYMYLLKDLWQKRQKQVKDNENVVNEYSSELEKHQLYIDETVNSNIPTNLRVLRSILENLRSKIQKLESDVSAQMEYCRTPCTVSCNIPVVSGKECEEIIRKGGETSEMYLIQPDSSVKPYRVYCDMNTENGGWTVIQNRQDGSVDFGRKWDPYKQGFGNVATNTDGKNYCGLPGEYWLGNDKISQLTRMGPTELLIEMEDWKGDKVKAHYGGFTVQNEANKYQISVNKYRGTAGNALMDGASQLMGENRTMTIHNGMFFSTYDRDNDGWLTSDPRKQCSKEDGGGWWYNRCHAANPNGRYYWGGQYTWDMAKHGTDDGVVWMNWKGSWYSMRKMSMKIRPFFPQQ
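Test system – human fibrin DD(E) · Times – 10 min preincubation, 3 h with tracer, room temperature · Detection – fluorescence polarization of the labelled Tn7 tracer · Measure – percent inhibition normalized to high-control wells · Benchmarks – high control wells with 10 µM unlabelled Aha-Tn7 peptide (full inhibition) · Repeats – singlicate testing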
PLCg1 inh: blocks human PLC-gamma1 enzyme activity; P19174; purified PLC-gamma1, fluorogenic substrate, fluorescence; inhibition, % at 12.2 µM; actives 0.84% (n = 370,000); AID 720700; in the data active = inhibition above about 9.5%
KLK7 zymogen act: activates the human kallikrein-7 zymogen; purified proKLK7, EDANS-DABCYL substrate fluorescence; 100% is mature enzyme control, 0% vehicle; actives 0.9% (n = 370,000); activation, % at 7 µM; P49862;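 active = activation above the mean of all tested compounds plus 3 SD, computed per campaign excluding outliers beyond control limits, cut at about 13% in these data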
UHRF1 binding: UHRF1 methyl-DNA binding inhibition; AID 687016; inhibition, % at 4.4 µM; Q96T88; UHRF1 binding to methylated oligo, TR-FRET; actives 0.75% (n = 370,000); in the data active = inhibition above about 21%;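 note: UHRF1 SRA domain binding a hemimethylated CpG hairpin DNA probe; 0% = median of test compound wells and 100% = reference inhibitor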
Tn6 DDE FP: disrupts Tn6 cyclic peptide binding to fibrin D-Dimer-E complex. actives 0.21% (n = 370,000). P02675. Fibrin DD(E) TRITC-Tn6 fluorescence polarization displacement. inhibition, % at 8.3 µM. AID 720509;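 active = inhibition above a per-campaign cutoff: mean of compounds within control limits plus 3 SD, cut at about 15% in these data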;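 note: 0% = median of all compound wells on the plate and 100% = blocking peptide control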
ARFGAP1 inhibitor: inhibits rat ARF GTPase activating protein 1. Arfgap1-stimulated ARF1 GTP hydrolysis, GDP FP detection. Q62848. inhibition, % at 16.5 µM. actives 0.26% (n = 360,000);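 active = inhibition above a per-plate limit, mean inhibition of low control wells plus 3 SD, cut at about 25% in these data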;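 note: 0% = DMSO wells with enzyme and 100% = wells lacking Arfgap1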
Target sequence (Q62848 1-136 limits assumed): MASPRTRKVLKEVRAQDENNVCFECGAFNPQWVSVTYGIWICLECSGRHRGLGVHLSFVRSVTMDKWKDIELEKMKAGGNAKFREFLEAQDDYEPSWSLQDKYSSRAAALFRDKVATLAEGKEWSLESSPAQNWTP
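Material – truncated rat Arfgap1 GAP domain · Buffer or medium – HEPES-based buffer, pH 7.5 · Reagent – human ARF1(Δ1-17)-GTP substrate · Dosing – 16.5 µM single point, 1.26% DMSO · Schedule – GTP hydrolysis reaction 2 h at 25 °C · Technique – GDP detection by fluorescence polarization · Benchmarks – No-Arfgap1 wells (100%) versus DMSO full-reaction wells (0%) · Repeats – single replicate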
sPLA2-III inh: Blocks human group III sPLA2 activity; Q9NZ20; QFRET BODIPY PC-A2 liposome hydrolysis, fluorescence; inhibition, % at 12.2 µM; actives 0.56% (n = 370,000);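 active = inhibition above mean plus 3 SD of compounds lying within the high and low control bounds, cut at about 19% in these data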;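 note: 0% = median of test compound wells and 100% = no enzyme DMSO wells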
Starred values were filed as active, the others as inactive; . = no result given.

SMILES	PLC-beta3 inh	ASAP1 inh	Rev-erbA mod	DDE Tn7 FP inh	PLCg1 inh	KLK7 zymogen act	UHRF1 binding	Tn6 DDE FP	ARFGAP1 inhibitor	sPLA2-III inh
COc1ccc(C(CC(=O)O)NC(=O)Cc2ccccc2)cc1OC (stereo not drawn)	5	-5	-2	0	2	0.5	3	4	-6	5
COc1ccc2[nH]c3c(=O)n(N)c(C)nc3c2c1	-187	-1	-1	2	-176	6.8	-2	0	-5	0
CC(=O)c1c(C)[nH]c(C(=O)OCc2c(F)cccc2Cl)c1C	0	3	1	0	0	-0.1	1	-5	9	-1
O=C(NCc1ccc(C(F)(F)F)cc1)C1CC(c2ccc(C(F)(F)F)cc2)=NO1 (stereo not drawn)	-2	2	-2	5	1	-0.5	3	2	9	8
O=C(CO/N=C/c1cccc([N+](=O)[O-])c1)Nc1ccc2ccccc2c1	-5	4	-2	4	-1	0.0	1	-10	7	-15
C[C@@H]1CN([C@H](C)CO)C(=O)c2cc(NC(=O)C3CCCCC3)ccc2O[C@@H]1CN(C)Cc1ccc(C(F)(F)F)cc1	3	0	5	6	0	-0.2	-1	7	-1	-21
Cc1n[nH]c(C)c1CCNC(=O)C1CCC(=O)N(CCc2cccc(F)c2)C1 (stereo not drawn)	-13	7	-5	-1	0	0.3	22*	-2	15	8
C=CCn1c(=O)c2ccccc2n2c(Sc3nnnn3-c3ccccc3)nnc12	2	-9	-3	-1	3	-0.1	-2	4	-7	-3
S=C(NCc1ccc(Cl)cc1)Nc1ccncc1	1	14	2	3	4	0.4	2	-9	9	-16
O=C(NCCN1CCOCC1)c1ccccc1N1C(=O)[C@@H]2Cc3c([nH]c4ccccc34)C(c3ccccc3)N2C1=O (stereo partly drawn)	-22	20	11	-3	-19	-0.6	-1	-6	16	-11
COc1cccc(-c2nc(CS(=O)(=O)CC(=O)Nc3cc(C)ccc3C)c(C)o2)c1	2	7	7	-11	2	0.8	0	0	4	-6
CCCCNC(=O)C12CCC(C)(C(=O)C1Br)C2(C)C (stereo not drawn)	2	-18	7	0	0	0.8	-3	10	8	2
O=C(CN1C(=O)C2CC=CCC2C1=O)Nc1ccc(S(=O)(=O)NC2=NCCCCC2)cc1 (stereo not drawn)	0	-11	-5	6	-3	-0.7	-2	-4	7	-4
CCOC(=O)C1CCN(C(=O)Cc2ccc(OC)c(OC)c2)CC1	3	0	1	2	0	-0.1	7	0	0	7
C=CCN1C(=O)C(CC(=O)O)SC1=Nc1ccc(C(=O)O)cc1 (stereo not drawn)	2	7	3	-1	4	0.5	0	6	1	-1
CC(C)[C@H](N)c1nnc2n1N=C(c1ccc(Cl)cc1)CS2	-2	-3	0	-2	1	-0.6	-1	1	0	0
CNC(=O)c1[nH]cnc1C(=O)Nc1ccccc1C	-3	-5	1	0	2	-0.1	-1	1	-1	6
O=C(CN1C(=O)COc2ccccc21)Nc1ccc(N2CCOCC2)cc1	2	-4	1	4	3	-0.2	-1	2	-13	0
Cc1cc(OCCN2CCCCCC2)ccc1[N+](=O)[O-]	2	-4	3	4	4	-0.1	1	8	-5	7
CCCCNC(=O)C1(C)CCC(=O)N1CCOC (stereo not drawn)	1	11	-1	3	6	0.6	2	-4	4	9
C/C(=N/Nc1ccc([N+](=O)[O-])cc1)c1ccc(C)cc1C	-48	21	-2	-10	-43	-0.8	-3	4	10	-10
CCCC(=O)OCC(=O)NC1CCCc2ccccc21 (stereo not drawn)	-1	2	-2	-3	-4	0.0	-2	-1	-2	2
COc1ccccc1Nc1nc(NCCCN(C)C)nc(N)c1[N+](=O)[O-]	0	0	4	0	6	-0.2	10	1	-2	-1
NC(=O)c1ccc[n+](CC(=O)OCCC23CC4CC(CC(C4)C2)C3)c1	-4	-2	4	-8	3	0.4	0	0	-12	-49
CNC(=O)COc1ncnc2scc(-c3ccc(F)cc3)c12	-11	-9	0	-2	-6	-0.6	-3	0	2	-6
O=C(c1cc(Cl)nc2ccccc12)N1CCN(S(=O)(=O)c2ccccc2[N+](=O)[O-])CC1	-7	-6	1	-7	-2	0.1	-1	5	-4	-5
CN1/C(=C/C=N/NC(=O)c2ccc([N+](=O)[O-])cc2)C(C)(C)c2ccccc21	-1	13	9	-1	-1	0.2	-5	0	-1	7
CCCn1nnc(NC(=S)NC(=O)c2cccs2)n1	1	8	0	2	0	0.2	-1	5	6	6
Cc1cn([C@H]2C[C@H](O)[C@@H](CNCc3ccc(Oc4cc(-n5cccn5)ncn4)cc3)O2)c(=O)[nH]c1=O	1	-2	-4	-2	1	0.5	-2	8	-5	6
O=C(Nc1cccc(/C=C/c2ccccn2)c1)c1ccc(-n2cncn2)c([N+](=O)[O-])c1	-4	12	1	-3	-7	0.6	-2	5	8	-16
CCCCCn1c(=O)[nH]c2cc(C(=O)NCCN3CCOCC3)ccc2c1=O	-44	6	-4	2	-36	-2.5	4	-1	4	-4
Cc1ccccc1C(=O)N[C@H](C(=O)OCC(=O)NC1CC1)C(C)C	0	0	2	-1	1	-0.6	2	-2	15	7
CCc1nnc(NC(=O)c2ccc3ncsc3c2)s1	-16	-7	-6	3	-3	-0.2	0	9	3	-2
O=C(CCc1nc2ccccc2c(=O)[nH]1)OCCOc1ccc(Cl)cc1	3	4	0	-6	0	-0.7	0	-4	-10	-8
N/C(=N\OC(=O)c1ccc([N+](=O)[O-])cc1Cl)c1ccccn1	8	-2	-4	-1	5	0.4	7	0	-1	-1
COc1ccc(CCNC(=O)Cc2ccccc2)cc1OC	-4	-21	-1	-2	-1	0.1	0	-3	20	0
O=C(CCc1ccccc1)NC1CCCc2ccccc21 (stereo not drawn)	-4	-4	-3	-3	2	0.0	0	3	8	-1
COc1cccc(/C=C2\SC(=S)N(N3CCOCC3)C2=O)c1OC	-3	10	-3	-8	1	-0.1	2	-2	1	-1
CCCc1cc(-c2nc(-c3ccc(Cl)cc3)cs2)ccn1	-11	-3	-3	3	-8	-2.3	1	1	3	-1
C[C@H]1C(=O)N(C)CCN1C(=O)c1ccccc1OC1CCN(S(C)(=O)=O)CC1	4	0	5	-4	1	0.1	-2	0	15	2
CCN(CC)CCCNc1ncnc2scc(-c3ccc(F)cc3)c12	-6	-10	-4	-4	0	-0.2	0	-3	-6	-5
CC(=O)N1CCN(c2cc(-c3ccccc3)nc3cc(-c4cccc(Cl)c4)nn23)CC1	-99	8	9	1	-74	-7.9	-1	1	1	8
CCn1c(=O)c(=O)[nH]c2cc(C(=O)NC(C)c3ccc(S(N)(=O)=O)cc3)ccc21 (stereo not drawn)	-28	-10	5	3	-26	-0.3	0	10	7	-5
COc1ccccc1CC(=O)Nc1ccc(-c2noc(COc3ccc(Cl)c(C)c3)n2)cc1	5	-7	-1	-13	3	-0.2	0	-4	8	3
CCn1ncc(CN2CCCC(CNC(=O)c3ccc(F)cc3)C2)c1C (stereo not drawn)	-1	-3	-2	-10	-2	-0.2	2	5	-10	0

2 records drawn at random from the list so far:
SMILES	PLC-beta3 inh	ASAP1 inh	Rev-erbA mod	DDE Tn7 FP inh	PLCg1 inh	KLK7 zymogen act	UHRF1 binding	Tn6 DDE FP	ARFGAP1 inhibitor	sPLA2-III inh
COc1ccc(CCNC(=O)Cc2ccccc2)cc1OC	-4	-21	-1	-2	-1	0.1	0	-3	20	0
COc1cccc(/C=C2\SC(=S)N(N3CCOCC3)C2=O)c1OC	-3	10	-3	-8	1	-0.1	2	-2	1	-1

Carrying on.
SMILES	PLC-beta3 inh	ASAP1 inh	Rev-erbA mod	DDE Tn7 FP inh	PLCg1 inh	KLK7 zymogen act	UHRF1 binding	Tn6 DDE FP	ARFGAP1 inhibitor	sPLA2-III inh
COc1ccc(OCC(=O)N/N=C(\C)CC(=O)Nc2ccc(OC)cc2[N+](=O)[O-])cc1	-4	5	.	-6	4	0.4	-1	-3	-3	3
N#CCc1ccc(NS(=O)(=O)c2cccs2)cc1	1	3	-4	2	-2	-0.4	-1	1	4	-2
CCOc1c2ccc(C(=O)NCc3ccco3)cc2nn1CCOC	-439	0	-1	-5	-325	18*	5	1	0	1
COc1nc(Oc2ccc(=O)n(C)n2)nc(N(C)C)n1	-1	-5	-3	-3	0	-0.2	0	4	-7	1
CC(C)C(=O)Nc1c2c(nn1-c1ccc(F)cc1)CSC2	-3	2	-2	0	4	0.0	-4	-1	9	3
Cc1cccn2c(=O)c(/C=C(\C#N)C(=O)NCc3ccco3)c(N3CCOCC3)nc12	-51	-7	-30	-4	-46	1.1	-4	-1	5	0
N#Cc1c(NC(=O)CSC2=NCCS2)sc2c1CCCC2	1	0	1	2	-2	0.0	-1	2	7	-1
COc1ccc(C(C(=O)NCC2CCCO2)N(Cc2cccs2)C(=O)c2snc(C(N)=O)c2N)cc1OC (stereo not drawn)	-66	4	3	-2	-44	1.9	1	2	-7	3
COc1cc(CCC(=O)OCn2nnc3ccccc3c2=O)cc(OC)c1OC	3	4	1	2	5	-1.0	0	-4	9	2
Cc1nn(-c2ccccc2)c2c1C(=O)NC(=O)C(C)(C)C2	2	-14	1	0	3	-0.1	1	0	3	4
Cc1sc(-c2ccncc2)nc1OC(=O)c1cc(Cl)cc(Cl)c1	-25	0	1	-6	-23	-0.6	-3	1	-5	-2
CCOC(=O)C1(Cc2ccccc2)CCCN(C(=O)c2cnn(CC)c2)C1 (stereo not drawn)	-6	12	1	-2	1	0.6	0	5	-2	1
CC(CNC(=O)CC[C@H]1O[C@@H](n2ccc(=O)[nH]c2=O)[C@H](O)[C@@H]1O)c1ccccc1 (stereo partly drawn)	1	11	2	2	-1	-0.5	1	7	-4	9
CCCS(=O)(=O)c1c(S(=O)(=O)CCC)c2c(C(N)=O)cccn2c1C(=O)c1ccc(F)cc1	-5	-15	-3	9	-3	-0.2	3	5	0	3
O=C(NCCc1ccccc1)C(=O)c1c(-c2ccccc2)[nH]c2ccccc12	5	0	0	4	3	-0.1	1	2	-2	-6
CCCn1ncc(CN2CCN(CCc3ccccc3)C(CCO)C2)c1C (stereo not drawn)	-1	-11	-3	-4	3	-0.2	-1	1	-6	1
CCOc1cc(/C=C2/NC(=O)N(CC(=O)OC)C2=O)ccc1OC	-29	-2	6	2	-15	0.8	-1	-8	1	-9
Cc1ccc(CN2CCN(Cc3ccc(Oc4ncccn4)cc3)CC2CCO)cc1 (stereo not drawn)	-12	8	2	5	2	0.2	8	-14	0	0

Source: PubChem BioAssay

An unsorted share of the library; overall some 4.5% were active at least once.
